GSTO1 inh: counter-screen for RBBP9 inhibitors: inhibitors of human GSTO1; P78417; recombinant GSTO1, activity-based probe fluorescence polarization; inhibition, % at 5.96 µM; 1.1% of 300,000 active; AID 1974;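 active means inhibition above the campaign mean inhibition plus 3 SD, cut at about 35% in these data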;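 further: 0% = GSTO1-1 with DMSO and 100% = wells lacking GSTO1-1 enzyme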
LYPLA1 inh: counter-screen for PME1 inhibitors: inhibitors of human LYPLA1; O75608; recombinant LYPLA1, FP-Rh probe fluorescence polarization; inhibition, % at 5.9 µM; 0.16% of 320,000 active; AID 2174;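 active means inhibition above the mean of all tested compounds plus 3 SD, set per campaign, cut at about 14% in these data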;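 further: inhibitors block serine hydrolase probe labeling of LYPLA1 so polarization falls; 0% = enzyme with DMSO and 100% = wells lacking LYPLA1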
Target sequence (O75608 whole entry, looked up): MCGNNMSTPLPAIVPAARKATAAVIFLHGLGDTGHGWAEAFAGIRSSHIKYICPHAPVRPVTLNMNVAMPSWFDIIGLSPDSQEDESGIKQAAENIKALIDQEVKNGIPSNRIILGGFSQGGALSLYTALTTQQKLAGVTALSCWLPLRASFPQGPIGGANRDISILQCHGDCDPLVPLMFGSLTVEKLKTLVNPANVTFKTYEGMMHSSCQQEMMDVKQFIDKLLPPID
PAD4 FP inh: inhibitors of human PAD4; recombinant PAD4, RCA probe fluorescence polarization; inhibition, % at 6.36 µM; 0.41% of 330,000 active; AID 485272;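 active means percent inhibition above a cutoff equal to the mean of all tested compounds plus 3 SD, cut at about 15% in these data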;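 further: 0% = PAD4 with RCA probe and DMSO and 100% = probe without PAD4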
PAFAH1B3 inh: inhibitors of human PAFAH1B3 | recombinant PAFAH1B3, FP-rhodamine probe, fluorescence polarization | inhibition, % at 3.39 µM | AID 492972 | 0.28% of 340,000 active | Q15102;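 active means inhibition above the screen-wide average of all tested compounds plus 3 SD, cut at about 25% in these data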;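 further: 0% = enzyme with DMSO only and 100% = wells lacking PAFAH1B3 protein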
LYPLA2 inh: blocks human lysophospholipase 2, a PME1 counter-screen | recombinant LYPLA2, FP-Rh probe fluorescence polarization | inhibition, % at 5.9 µM | O95372 | 0.38% of 320,000 active;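 active means inhibition above the screen-wide mean plus 3 SD, limit set per campaign, cut at about 26% in these data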;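 further: 0% = LYPLA2 with DMSO and 100% = wells lacking LYPLA2 enzyme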
Target sequence (O95372 whole entry, looked up): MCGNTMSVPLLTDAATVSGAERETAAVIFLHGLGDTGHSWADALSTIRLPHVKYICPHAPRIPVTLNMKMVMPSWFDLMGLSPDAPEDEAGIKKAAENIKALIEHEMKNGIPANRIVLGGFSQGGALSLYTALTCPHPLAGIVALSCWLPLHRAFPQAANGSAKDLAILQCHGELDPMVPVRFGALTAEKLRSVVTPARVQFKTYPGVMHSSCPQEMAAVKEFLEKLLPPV
PAFAH1B2 inh: inhibitors of human PAFAH1B2; P68402; recombinant PAFAH1B2, FP-rhodamine activity probe, fluorescence polarization; inhibition, % at 3.39 µM; 1.2% of 340,000 active; AID 492953;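 active means inhibition above the mean of all tested compounds plus 3 SD, cut at about 24% in these data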;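 further: 0% = enzyme with DMSO and 100% = wells lacking PAFAH1B2; many of its hits are not listed in these tables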
pPAFAH FP inh: pPAFAH (human) enzyme inhibition; 1.5% of 330,000 active; inhibition, % at 3.39 µM; Q13093; recombinant pPAFAH, FP-rhodamine probe fluorescence polarization;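 active means inhibition above the mean inhibition across the screen plus 3 SD, cut at about 25% in these data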;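 further: inhibitors block binding of the rhodamine activity-based probe so polarization drops; 0% = enzyme with DMSO and 100% = wells lacking pPAFAH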
Target sequence (Q13093 whole entry, looked up): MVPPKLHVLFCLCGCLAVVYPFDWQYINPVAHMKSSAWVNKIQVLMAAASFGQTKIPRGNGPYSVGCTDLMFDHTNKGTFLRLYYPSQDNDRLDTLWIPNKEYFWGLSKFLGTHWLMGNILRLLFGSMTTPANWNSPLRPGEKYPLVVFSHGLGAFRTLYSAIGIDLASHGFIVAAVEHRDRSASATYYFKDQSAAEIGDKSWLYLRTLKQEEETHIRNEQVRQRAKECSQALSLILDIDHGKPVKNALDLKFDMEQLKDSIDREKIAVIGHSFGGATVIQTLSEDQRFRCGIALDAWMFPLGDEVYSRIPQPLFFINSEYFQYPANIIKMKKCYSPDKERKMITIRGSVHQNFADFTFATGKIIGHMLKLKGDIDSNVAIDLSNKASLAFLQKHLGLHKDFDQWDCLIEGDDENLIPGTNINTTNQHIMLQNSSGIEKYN
PME-1 primary: blocks human protein phosphatase methylesterase 1; Q9Y570; recombinant PME-1, FP-Rh probe fluorescence polarization; inhibition, % at 5.9 µM; 0.53% of 320,000 active; AID 2130;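 active means inhibition above the campaign mean of all compounds plus 3 SD, cut at about 26% in these data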;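 further: competitive labeling of PME-1 active site by serine hydrolase directed probe; 0% = PME-1 with DMSO and 100% = wells lacking PME-1 enzyme; inhibitors block probe labeling so polarization falls and inhibition rises; many of its hits are not listed in these tables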
PAFAH2 FP inh: inhibitors of human PAFAH2 | Q99487 | recombinant PAFAH2, FP-rhodamine activity probe, fluorescence polarization | inhibition, % at 3.39 µM | 0.99% of 340,000 active | AID 492956;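 active means inhibition above the mean over all tested compounds plus 3 SD, cut at about 30% in these data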;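 further: inhibitors block probe labeling of enzyme so polarization drops; 0% = enzyme with DMSO and 100% = wells lacking PAFAH2 protein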
* hit, by the source's call; . = not tested or not shown.

SMILES	GSTO1 inh	LYPLA1 inh	PAD4 FP inh	PAFAH1B3 inh	LYPLA2 inh	PAFAH1B2 inh	pPAFAH FP inh	PME-1 primary	PAFAH2 FP inh
COc1cc(C(=O)NC(=S)NNC(=O)c2cnccn2)cc(OC)c1OC	8	0	1	7	6	-1	5	3	6
CN(CC(=O)N1CCN(c2ccc(F)cc2)CC1)S(=O)(=O)c1ccc(F)cc1	4	0	-4	-5	-5	5	-3	-10	2
COC(=O)Cc1c(C)nc2nc(-c3ccc(Cl)cc3)[nH]n2c1=O	-11	2	-5	2	4	8	3	-2	-5
CC(C)c1c(C(=O)N/N=C/c2cccc(OCc3ccccc3)c2)nnn1-c1nonc1N	-22	-37	-1	-14	-67	-15	-9	-61	-33
COc1ccc(NC(=O)CC2Nc3cccc4cccc(c34)NC2=O)cc1 (configuration not stated)	32	4	-11	24	11	9	16	9	16
CCNC(=O)CCC(=O)Nc1cc(Cl)ccc1C	4	-3	0	4	-3	-1	6	-6	-3
CN1CCN(/C(=N\O)c2nonc2N)CC1	12	-1	0	4	3	-2	-6	-9	0
CC(=O)/C(=N\Nc1cccc(Cl)c1)Sc1nnc(-c2ccccc2)n1-c1ccccc1	1	-2	0	2	-3	-3	2	3	-11
COc1ccc2c(Cl)c(-c3nnco3)sc2c1	-10	0	-9	0	-1	2	-4	-4	2
OCC[C@H]1C[C@@H](O)[C@H](O)[C@]2(Cc3ccccc3CO2)O1	2	2	-2	6	2	2	-4	7	6
CC1CCCC(NC(=O)CCn2c(=O)oc3ccccc32)C1C (configuration not stated)	-1	-1	1	6	-3	6	11	0	21
CC(=O)c1cccc(N2C(=O)CC(N3CCN(S(=O)(=O)c4ccc(Cl)cc4)CC3)C2=O)c1 (configuration not stated)	.	1	-2	-1	0	2	0	2	11
COC(=O)c1ccc(C(=O)N2CCCC(CNC(=O)c3ccc(F)cc3)C2)cc1 (configuration not stated)	7	2	0	1	19	5	4	4	-3
CCOC(=O)n1c(=O)n(C)c2ccc(Br)cc21	16	2	3	12	0	7	2	1	3
COc1cccc(/C=N/NC(=O)c2oc3nc(-c4ccccc4)cc(-c4ccco4)c3c2N)c1	11	-11	-3	2	-15	4	17	7	4
CCn1c(NC(=O)c2ccccc2F)c(-c2cccs2)c(=O)c2ccccc21	7	-2	-4	0	0	0	4	1	0
COc1ccc(Br)cc1CN1CCN(C(=O)c2ccco2)CC1	-5	0	-1	11	-1	1	5	8	0
Cc1ccc(CN2C(=O)c3ccccc3Sc3ccc(C(=O)NCCCN4CCOCC4)cc32)cc1	-6	-4	3	11	2	-6	-4	-4	-9
CC(=O)c1cccc(NC(=O)c2cc(-c3ccco3)nc3ccccc23)c1	-1	-6	-11	1	-4	-3	6	-4	0
O=S(=O)(c1ccc2ccccc2c1)N1CCN=C1SCc1cccnc1	32	0	4	3	12	5	2	3	3
CC1(C)N=C(c2ccccn2)C(C)(C)N1O	-6	0	-2	-1	3	-2	0	-1	0
Cc1cc(C)n2nc(C(=O)OCC(=O)N(C)C3CCS(=O)(=O)C3)nc2n1 (configuration not stated)	.	2	0	9	-2	6	2	5	0
Cc1ccc(C(=O)Nc2nc(-c3cccnc3)cs2)o1	4	-1	3	6	2	5	5	5	15
COC(=O)CCC/C=C1/SCC(NC(=O)c2ccccc2)C1=O (configuration not stated)	12	-8	-11	-5	-7	1	26*	-7	-8
CCc1ccc(OCCNC(=O)c2cccs2)cc1	2	-4	0	9	-7	-5	2	0	1
SMILES	GSTO1 inh	LYPLA1 inh	PAD4 FP inh	PAFAH1B3 inh	LYPLA2 inh	PAFAH1B2 inh	pPAFAH FP inh	PME-1 primary	PAFAH2 FP inh
CCOc1cc(S(=O)(=O)N2CCCCCC2)ccc1F	6	-2	-5	1	0	2	6	3	-2
CCC1(c2ccccc2)NC(=O)N(CC(=O)Nc2cc(S(=O)(=O)N3CCCCC3)ccc2N(C)C)C1=O (configuration not stated)	-1	1	4	5	4	5	2	22	5
CC(=O)c1ccc(NC(=O)c2ccc3nc(C)sc3c2)cc1	1	-7	-2	2	-6	1	-2	-7	5
CCCCc1cc(=O)oc2cc(C)cc(OC(C)C(=O)NCc3ccncc3)c12 (configuration not stated)	-5	-2	0	6	-4	0	0	1	-2
Cc1ccc(-c2cc(C(=O)N3CCN(C4CCS(=O)(=O)C4)CC3)c3ccccc3n2)cc1 (configuration not stated)	.	0	-7	6	8	3	-4	-4	-1
Cc1cccn2c(=O)c(/C=C(\C#N)C(=O)NC3CCS(=O)(=O)C3)c(N3CCC(C(N)=O)CC3)nc12 (configuration not stated)	-2	-1	-2	0	6	6	0	-2	4
NC(=O)c1ccsc1NC(=O)COc1ccccc1	7	2	5	15	2	7	7	-9	4
O=C(NN=Cc1ccc(O)cc1)c1ccccc1NS(=O)(=O)c1cccs1	.	.	-1	10	.	6	7	.	19
N#Cc1cccc(C(=O)OCC(=O)NC(=O)NC2CCCCC2)c1	1	0	1	-2	-2	-2	0	0	-2
O=C(CSc1nc2ccccc2c(=O)n1Cc1ccco1)NCc1ccco1	-3	-3	0	9	4	6	5	6	10
Cc1ccc2[nH]ccc(=O)c2c1	0	1	-3	7	3	7	-1	1	-4
C[C@@H](OC(=O)N1CCCCC1)[C@H]1O[C@]2(C)CCCC[C@H]1O2	.	3	-3	-6	2	0	5	1	8
CN1CCC(=NNC(=O)CN(c2ccccc2)S(=O)(=O)c2ccccc2)CC1	-2	4	-1	-1	1	-4	5	2	-2
CCCC12CN3CC(C)(CN(C1)C3c1ccco1)C2=O (configuration not stated)	6	-3	-3	10	-2	0	8	-4	0
O=c1oc2ccccc2cc1-c1nc2ccccc2o1	9	-2	1	8	0	-1	2	9	7
O=C(O)C1CCN(C(=O)CCN2C(=O)S/C(=C\c3ccccc3)C2=O)CC1	7	3	5	8	8	7	3	-3	-3
O=C(N/N=C/c1sc(N2CCOCC2)nc1-c1ccccc1)c1cccc(S(=O)(=O)N2CCCC2)c1	-39	-8	3	5	-8	-3	8	11	-4
O=C1NC2NC(=O)N(C(Cc3ccccc3)C(=O)O)C2N1 (configuration not stated)	-1	0	0	9	4	3	1	-2	1
Cc1cccc(NC(=O)CN2C(=O)N/C(=C\c3ccc(N4CCOCC4)cc3)C2=O)c1	3	-2	1	3	-10	5	9	0	5
CC(=O)N1c2ccc(S(=O)(=O)NCCC(=O)Nc3ccc(C)c(F)c3)cc2CC1C (configuration not stated)	5	-3	3	6	2	4	3	-5	-4
COc1ccc(N(CC(=O)NCc2ccco2)C(=O)CNS(=O)(=O)c2ccc(Cl)cc2)cc1	1	2	-2	4	1	2	5	1	-8
COc1ccc(Cc2nc(-c3cccs3)no2)cc1	5	-1	2	6	5	0	3	2	6
COc1ccc(NC(=O)c2cc(-c3ccco3)on2)cc1OC	1	-7	-7	-2	-2	0	5	1	8
CC(C)N(C(=O)CSc1nc2ccccc2n1-c1ccccc1)C(C)C	3	2	-2	-3	1	5	32*	-2	-5
Cc1ccc(S(=O)(=O)NCC(=O)OCC(=O)c2c(N)n(C)c(=O)n(C)c2=O)cc1	-1	0	4	8	5	3	1	1	-16
SMILES	GSTO1 inh	LYPLA1 inh	PAD4 FP inh	PAFAH1B3 inh	LYPLA2 inh	PAFAH1B2 inh	pPAFAH FP inh	PME-1 primary	PAFAH2 FP inh
COc1ccccc1NS(=O)(=O)c1ccc2c(c1)N(C(C)=O)CC(C)S2 (configuration not stated)	4	3	2	6	5	5	0	16	7
N#C/C(=C(/O)CN1CCOCC1)c1nc2ccccc2s1	-15	5	1	5	3	4	2	-7	1
O=S(=O)(c1ccc(F)cc1)N1CC2CCCN2c2ccc(C(F)(F)F)cc21 (configuration not stated)	-7	1	0	5	1	2	3	4	-3
O=C(NCc1ccccc1F)C1CCCN1C(=O)NCc1ccccc1 (configuration not stated)	3	-2	-7	-4	-2	3	2	-2	-11
O=C(CSc1ccc(-c2ccco2)nn1)Nc1cccc(F)c1	0	-1	-1	5	5	3	9	-1	-4
Cc1ccc(-c2noc(CCC(=O)N3CCN(c4cc(C)ccc4C)CC3)n2)cc1	.	.	-2	6	.	0	7	.	-9
COC(=O)[C@H]1Cc2cnoc2C[C@]1(C)C(=O)O	-3	0	0	4	-1	0	3	-2	9
Cc1ccc(SCC(=O)c2c(C)nc3ccccn23)cc1	0	4	0	1	10	14	2	-4	0
NNC(=O)CSCc1ccc(Cl)cc1Cl	7	-6	4	-8	-8	2	-1	0	-6
COc1cccc(C(=O)Nc2nc(-c3ccc(S(=O)(=O)N4CCOCC4)cc3)cs2)c1	-10	-33	-1	-7	-41	-9	-7	-27	-12
CCOc1ccc(C(=O)/C=C/Nc2ccc(S(=O)(=O)Nc3cc(C)nc(C)n3)cc2)cc1	-12	-2	-2	.	4	.	1	-6	.
CS(=O)(=O)N1CCc2cc(C(=O)N3CCOCC3)ccc21	-7	1	-4	8	1	1	7	0	-5
CC(C)c1nccn1S(=O)(=O)c1cc([N+](=O)[O-])ccc1Cl	4	6	-3	0	8	-7	2	6	10
COc1ccc(NC(=O)CS(=O)(=O)c2ccc(C)cc2)c(OC)c1	21	-1	0	6	0	3	1	0	-5
Cc1ccc(Cl)c(NC(=O)CN2CCNC(=O)C2)c1Cl	4	1	-5	9	3	-2	-2	-5	-4
CN(C)S(=O)(=O)Oc1ccc(C(=O)Nc2cccc(C(F)(F)F)c2)cc1	-5	-16	-5	1	-23	-2	-5	-24	-5
O=C(NNC(=O)c1cccc(O)c1)Nc1ccc([N+](=O)[O-])cc1	-1	-4	-2	7	-5	4	-3	2	49*
Cc1ccc(NC(=O)CCS(=O)(=O)c2ccc3c(c2)NC(=O)C(C)S3)cc1Cl (configuration not stated)	5	-4	-1	6	6	4	11	3	-1
Cc1cc(C)c(NC(=O)COc2nc3ccccc3nc2C)c(C)c1	3	-4	1	0	-5	1	-4	-7	-4
COc1ccc(CN2CCN(S(=O)(=O)c3ccc(F)cc3)CC2)c(OC)c1OC	7	1	-1	2	6	4	2	9	7
Cc1nc(-c2ccc(NC(=O)c3ccc(Br)o3)cc2)cs1	-5	-6	-4	3	-4	-1	1	-3	-4
CCCN(CC1CC1)C(=O)COC(=O)c1ccc(C)cc1O	.	.	0	11	.	7	-1	.	7
COc1cc(NC(=O)Nc2cccc(Cl)c2)c(OC)cc1NC(=O)CN1CCCCC1	-20	-9	-4	9	-5	-1	14	17	-6
Nc1ccnc(Oc2ccc(F)cc2)c1	2	2	-2	-1	1	-2	6	4	-2
CC1=NC(C(F)(F)F)(C(F)(F)F)C2=C(CC(C)(C)CC2=O)N1Cc1ccco1	1	1	4	7	0	4	3	-4	-1
O=C(CSc1nnc(Cc2cc(=O)[nH]c(=O)[nH]2)n1-c1ccccc1)N1CCCc2ccccc21	7	1	-2	11	-1	3	-3	4	0
O=C(NCCO)C1(c2ccccc2)CCCC1	6	-4	2	-4	-4	11	-6	-2	2

Some of the entries above, reformatted:
smiles | GSTO1 inh | LYPLA1 inh | PAD4 FP inh | PAFAH1B3 inh | LYPLA2 inh | PAFAH1B2 inh | pPAFAH FP inh | PME-1 primary | PAFAH2 FP inh
COc1cc(C(=O)NC(=S)NNC(=O)c2cnccn2)cc(OC)c1OC | 8 | 0 | 1 | 7 | 6 | -1 | 5 | 3 | 6
CN(CC(=O)N1CCN(c2ccc(F)cc2)CC1)S(=O)(=O)c1ccc(F)cc1 | 4 | 0 | -4 | -5 | -5 | 5 | -3 | -10 | 2
COC(=O)Cc1c(C)nc2nc(-c3ccc(Cl)cc3)[nH]n2c1=O | -11 | 2 | -5 | 2 | 4 | 8 | 3 | -2 | -5

An excerpt. The share of hits here may be higher or lower than overall.
